# High-throughput results: PubChem, National Center for Advancing Translational Sciences (NCATS)
# PI5P4K alpha inh – PI5P4K alpha (human) kinase inhibition. P48426. 1.2% of 330,000 active. PI5P4Kalpha enzyme, ADP-Glo luminescence, 60 min; stronger effect = lower value. max response, %; active means max response of -50% or lower; inconclusive means between -30% and -50%; inactive means -30% or higher; further: value at the top dose of about 77 µM; on the % scale 0 is the no-effect control and ±100 the full control effect
#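 Controls without substrate or without enzyme flank wells where PI5P4Kalpha converts substrate using 5 microM ATP (final). Incubation lasts 60 minutes at room temperature; ADP formed is read by ADP-Glo luminescence.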
# GLP1R cytotox – cytotoxicity counter-screen for GLP-1 receptor inverse agonists; HEK293 cAMP-luciferase reporter cells, luminescence, 24 h; Potency, µM (series often up to 38.3 µM), for inactives: at the highest dose activity change, negative = inhibition, most hits filed as inhibitors; 0.13% of 410,000 active; AID 624418;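 further: loss of luciferase light is scored as toxicity; potency means the concentration at half of the fitted maximal effect; on the % scale 0 is the no-effect control and ±100 the full control effect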
#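 Cells in DMEM/10% Nu serum/1% pen-strep, 1536-well format. Pre-incubated 12 h, dosed with 23 nL compound, incubated a further 24 h. Luciferase detection, 12 min at room temp, luminescence.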
# IL2 activator – IL-2 activation; 0.065% of 360,000 active; AID 652025; activation, % (series mostly up to about 46 µM); IL-2 activation reporter assay, cell-based qHTS; stimulated with anti-CD3/CD4/CD28 beads; in transgenic mouse T cells; in the data active means activation above about 50%; inconclusive means mostly about 30% to 49%; further: 0% is about no effect
#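 Readout is EGFP and DsRed signal by fluorescent plate cytometry after 18 h at 37 degrees C. Transgenic mouse T cells (750/well) received compound for 60 min before bead stimulation (anti-CD3, anti-CD4, anti-CD28); memory T cells served as non-tolerant control.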
# PLK1 PBD inh – PLK1 (human) polo-box domain binding inhibition | Plk1 PBD binding of FITC phosphopeptide, fluorescence polarization | 2.8% of 360,000 active | Potency, µM, inactives show max response, negative = inhibition, hits mostly inhibitors; further: potency means the concentration at half of the fitted maximal effect; series mostly up to about 57 µM; on the % scale 0 is the no-effect control and ±100 the full control effect; nearly all actives have a fitted effect of over 65% in size
# EPAC1 antag – antagonists of human EPAC1; O95398; 0.14% of 360,000 active; EPAC1 GEF assay, Rap1b-BODIPY-GDP exchange fluorescence; Potency, µM (series often up to 115 µM), for the others: top-dose activity change, negative = inhibition, most hits filed as inhibitors;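 further: potency means the concentration at half of the fitted maximal effect; plate controls were vehicle for no effect and positive control for full effect; nearly all actives have a fitted effect of over 50% in size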
# Target sequence (O95398 whole entry, looked up): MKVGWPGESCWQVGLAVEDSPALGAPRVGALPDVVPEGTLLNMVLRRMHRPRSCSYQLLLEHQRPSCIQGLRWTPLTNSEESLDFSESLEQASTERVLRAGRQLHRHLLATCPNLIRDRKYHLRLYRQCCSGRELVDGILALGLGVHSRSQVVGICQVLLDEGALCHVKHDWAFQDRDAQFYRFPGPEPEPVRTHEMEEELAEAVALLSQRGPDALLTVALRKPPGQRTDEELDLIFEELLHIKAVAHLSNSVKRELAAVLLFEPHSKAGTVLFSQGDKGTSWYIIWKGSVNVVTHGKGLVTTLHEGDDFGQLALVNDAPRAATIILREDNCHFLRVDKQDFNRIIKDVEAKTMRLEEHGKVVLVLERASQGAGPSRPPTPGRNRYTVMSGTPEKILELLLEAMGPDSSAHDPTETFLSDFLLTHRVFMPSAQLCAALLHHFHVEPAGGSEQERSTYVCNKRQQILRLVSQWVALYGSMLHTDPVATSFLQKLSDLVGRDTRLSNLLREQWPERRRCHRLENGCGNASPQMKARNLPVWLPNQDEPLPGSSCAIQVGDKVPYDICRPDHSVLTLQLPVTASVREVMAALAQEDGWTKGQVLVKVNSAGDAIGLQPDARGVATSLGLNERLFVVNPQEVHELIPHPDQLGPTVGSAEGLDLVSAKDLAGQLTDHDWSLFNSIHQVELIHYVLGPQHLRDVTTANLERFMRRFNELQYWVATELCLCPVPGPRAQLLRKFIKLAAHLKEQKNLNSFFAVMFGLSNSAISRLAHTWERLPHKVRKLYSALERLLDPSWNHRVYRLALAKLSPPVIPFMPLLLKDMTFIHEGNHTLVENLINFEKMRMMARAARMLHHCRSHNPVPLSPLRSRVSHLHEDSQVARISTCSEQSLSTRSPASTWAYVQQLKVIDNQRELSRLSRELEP
# EPAC1 ag – activates human EPAC1 exchange factor; Potency, µM (top dose mostly 154 µM), for inactives: at the top dose activation, hits mostly activators; 0.073% of 360,000 active; EPAC1 agonist qHTS, biochemical assay; response scale: 100% = response to 6.5 mM cAMP; O95398; further: potency means the concentration at half of the fitted maximal effect; nearly all actives have a fitted effect of over 60% in size
#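 Fluorescent GDP-exchange assay: 100 nM EPAC1 with 250 nM Rap1B preloaded with BODIPY-GDP and 50 uM GDP; compounds tested as concentration series, 5 min at room temperature, then read every 5 min for 30 min (ex 480/em 540 nm); normalized to 6.5 mM cAMP.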
# GLP-1R inv ag – GLP-1 receptor (human) inverse agonism; P43220; HEK293 GLP-1R CRE-luciferase, luminescence, 24 h; GLP-1R form is constitutively active; Potency, µM (series often up to 38.3 µM), for inactives: top-dose activity change, negative = inhibition, hits mostly inhibitors; 1.6% of 410,000 active; AID 624417; further: potency means the concentration at half of the fitted maximal effect; on the % scale 0 is the no-effect control and ±100 the full control effect; nearly all actives have a fitted effect of over 55% in size
#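 Seeding at 200 cells/uL, 12 h culture, 24 hr compound treatment, then luciferase reagent and a luminescence read; cells are HEK293 stably expressing a constitutively active GLP-1R plus cAMP-responsive luciferase.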
# PTHR1 agonist – agonists of human PTHR1 parathyroid hormone receptor; Potency, µM (titrated, usually from 115 µM), for inactives: at the top dose activation, usual class: activators; 0.075% of 410,000 active; HEK293 GP2 PTHR1 cells, GloSensor cAMP luminescence, 1 h; AID 743266; Q03431; further: potency means the concentration at half of the fitted maximal effect; nearly all actives have a fitted effect of over 55% in size; some results filed as inactive show a strong effect at the top dose; inactives centre near -15; many of its hits are not listed in these tables
#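 HEK-293-derived GP2 cells expressing PTHR1 and a GloSensor cAMP reporter, 3,000/well, plated overnight, given luciferin plus IBMX (each 0.5 mM as added) for 1 h at 37 °C, then compound for 1 h at 37 °C. Luminescence was read after 15 min at room temperature.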
# GLP1R ag – agonists of human GLP-1 receptor. P43220. HEK293 GLP-1R CRE-luciferase, luminescence, 4-6 h; cells express a hypersensitive GLP-1R form. Potency, µM (highest dose often 45.6 µM), for inactives: at the top dose activation, usual class: activators. 0.007% of 380,000 active. AID 624172; further: potency means the concentration at half of the fitted maximal effect; % of control where 0% means no effect
# Starred values were filed as active, the others as inactive; i = inactive; ? = inconclusive; / = not tested or not shown; & = joins results of further samples; [ ] = remark or other dose. Unless noted, the call rests on the fitted dose curve; in most records, active means well fitted curve in the direction sought with a large enough effect; inconclusive means small, poorly fitted or top-dose-only effect, or another doubt; inactive means no such curve, though single readings can be large; an effect the other way counts as inactive or inconclusive. Not all compounds are listed; the hit share may differ from the screen's.
SMILES,PI5P4K alpha inh,GLP1R cytotox,IL2 activator,PLK1 PBD inh,EPAC1 antag,EPAC1 ag,GLP-1R inv ag,PTHR1 agonist,GLP1R ag
COc1ccc(N2CCN(C(CNC(=O)C(=O)NCc3ccncc3)c3ccco3)CC2)cc1 (configuration not stated),1,-14%,-0.6,-7%,-4%,3%,?,-38%[inhibitor],-1%
O=C(Oc1cccc2ccccc12)c1ccccc1,17,-4%,0.3,-1%,-1%,6%,12%,-42%[inhibitor],10%
CC1(C(=O)NNC(=O)c2ccc(=O)oc2)CC1Br (configuration not stated),?,23%,-0.6,?,-10%,-4%,10%,-7%,1%
CCOC(=O)C1CCCN(S(=O)(=O)CCNC(=O)c2ccc3c(c2)OCO3)C1 (configuration not stated),6,-13%,-2.4,-8%,3%,9%,9%,i,-9%
CN(C)CCOCCSc1ccc(Cl)cc1,/,4%,5.1,-7%,1%,4%,3%,-7%[57.5 µM],-12%
O=C1/C(=C2\C(=O)N(Cc3ccc(F)cc3)c3ccccc32)SC(=S)N1CCS(=O)(=O)O,-29,-3%,-0.4,21µM*,-12%,8%,5%,-17%,-4%
CCOC(=O)c1nnn(-c2nonc2N)c1CSc1ccccc1,0,4%,-3.5,-4%,-11%,7%,-6%,i,3%
O=C(c1noc2c1CCCC2)N1CCOCC1,-6,2%,-0.3,-8%,-25%,9%,14%,i,0%
COc1ccc(C2=CC(=O)C[C@H](COCc3ccccc3)N(C(=O)OC(C)(C)C)O2)cc1,0,19%,-0.7,-28%,-15%,-4%,?,-18%,11%
Cc1cccc(COC(=O)Nc2ccc(NC(=O)c3ccccc3Cl)cc2)c1,-1,-14%,-2.2,-7%,-12%,-11%,?,-14%,-1%
CCn1ccnc1CNC(=O)c1cc(COc2ccc(F)cc2F)on1,-3,-8%,0.2,1%,-12%,2%,-3%,i,3%
COc1ccc(CC(=O)Nc2c(C(=O)N3CCN(c4ncccn4)CC3)oc3ccccc23)cc1OC,-3,-4%,-2.3,-14%,19%,14%,33%[activator],-4%,11%
CCOC(=O)C1CCCN(Cc2cc(Br)ccc2OC)C1 (configuration not stated),3,-8%,1.1,-4%,0%,0%,0%,-8%,-5%
Brc1ccc(-n2cnc(-c3ccccc3)c2)cc1,1,-10%,-3.2,5%,-16%,9%,?,-25%,10%
CCn1c(SCC(=O)Nc2cc(C)ccc2C)nc2c(c1=O)SC(C)C2 (configuration not stated),2,-12%,-0.4,-16%,-8%,-27%,-22%,-29%,17%
COC(=O)CCC(=O)Nc1ccc(C)cc1OC(=O)CCC(=O)OC,-5,-1%,0.4,-18%,4%,4%,5%,i,-9%
CC(NC(=O)NC(N)=O)(C(F)(F)F)C(F)(F)F,/,-17%,-0.7,-5%,5%,0%,-1%,-22%[57.5 µM],0%
COC(=O)c1cccc(NS(=O)(=O)c2ccc(OC)c(OC)c2)c1C,/,-3%,-4.5,-2%,12%,-3%,0%,-26%,8%
CN(C)c1ccc(NC(=O)c2ccc(N3CCOCC3)nc2)cc1,-11,-16%,-2.3,-15%,15%,0%,4%,-13%,-2%
CCOC(=O)N/N=C\c1ccc([N+](=O)[O-])o1,/,0%,-2.5,-13%,5%,5%,10%,i,-2%
Cn1ncc([N+](=O)[O-])c1C(=O)Nc1nccs1,-6,-11%,-3.2,6%,2%,3%,1%,-11%,-4%
Cc1cc(C)c(NC(=O)CSc2nnc(-c3ccncc3)n2Cc2ccco2)c(Cl)c1,6,0%,6.3,-5%,0%,0%,5%,0%[57.5 µM],-3%
CCOC(=O)CSc1nnc([C@H](C)NC(=O)OC(C)(C)C)o1,-4,-8%,2.0,-1%,-8%,1%,0%,-25%,-7%
CC1=CC2=NC(=O)CC(C)(C(=O)N(CC(=O)NC(C)(C)C)Cc3cccs3)N2C=C1 (configuration not stated),/,-26%,0.7,-7%,13%,-5%,0%,i,-3%
CC1CC(C)(C)N2C(=O)C(=C(C#N)C#N)c3cccc1c32 (configuration not stated),-6,13%,2.1,-23%,1%,7%,7%,-13%,0%
SMILES,PI5P4K alpha inh,GLP1R cytotox,IL2 activator,PLK1 PBD inh,EPAC1 antag,EPAC1 ag,GLP-1R inv ag,PTHR1 agonist,GLP1R ag
COc1ccccc1C(=O)OCC(=O)Nc1cc(S(=O)(=O)N2CCOCC2)ccc1N1CCCC1,0,0%,2.0,7%,-5%,-22%,8%,-7%,-14%
O=C1C=CC(=Nc2ccc(F)cc2)O1,-18,-5%,-0.8,?,2%,-8%,-12%,-26%,-3%
O=c1[nH]c2ccccc2c2ccc(Cl)cc12,-14,11%,-2.8,-2%,2%,-8%,11%,-12%,-2%
CCOC(=O)c1cc(-c2ccccc2)sc1NC(=O)CSc1nnnn1C,/,-9%,-0.1,-6%,8%,3%,43%[activator],i,-1%
Cc1nn(-c2ccccc2)c(C)c1C(=O)NNC(=O)C(F)(F)F,0,-30%,-1.0,4%,-2%,-4%,1%,i,0%
COc1cc(OC)cc(C(=O)OCc2ccc([N+](=O)[O-])cc2)c1,0,-3%,-0.2,-12%,-17%,-1%,7%,-16%,15%
Cc1ccccc1NS(=O)(=O)c1ccc(C(=O)NN2CCCCC2)cc1,3,13%,-5.4,-8%,19%,-8%,3%,-20%,6%
CCc1c(C)nc(SCC(=O)Nc2cccc(Br)c2)[nH]c1=O,/,-4%,-0.6,-16%,-2%,1%,0%,i,-8%
O=C(Nc1ccc(F)cc1)Nc1ccc(N2CCCC2)c(S(=O)(=O)Nc2ccccc2Cl)c1,-1,-6%,-4.5,-9%,-18%,21%,?,-32%[inhibitor],-9%
O=C(O)C1CC=CCC1C(=O)NCCc1ccccc1 (configuration not stated),3,-2%,-2.7,-15%,-7%,19%,-7%,i,-12%
O=C(CCC1CCCN(C(=O)c2cc(C3CC3)[nH]n2)C1)N1CCN(c2ccccn2)CC1 (configuration not stated),-6,2%,-1.7,-25%,-22%,-17%,1%,-3%,9%
CCN(Cc1ccccc1)C(=O)CCNS(=O)(=O)c1ccc2c(c1)CC(C)N2C(C)=O (configuration not stated),-2,0%&-1%,0.0,4%,-2%,6%,0%&11%,-57%[inhibitor],4%
O=C(Nc1ccc2c(c1)OCO2)C1CCCN1C(=O)OCc1ccccc1 (configuration not stated),0,3%,-0.5,-1%,-10%,9%,-15%,-70%[inhibitor][57.5 µM],-4%
CC1(C)CC(=O)C2=C(C1)NC(=O)CC2c1ccc(N(CCC#N)CCC#N)cc1 (configuration not stated),/,?,-0.4,4%,7%,4%,-1%,i,-2%
COC(=O)c1ccc(S(=O)(=O)NCc2ccco2)o1,-4,4%,0.2,-3%,5%,3%,1%,i,-8%
COc1ccc(NS(=O)(=O)c2cccc(C(=O)N(C)CC(=O)Nc3ccc(C)cc3)c2)cc1,9,-2%,-3.2,4%,3%,8%,-17%,i,-4%
C=CCN(Cc1nc(-c2ccc(OC)c(OC)c2)oc1C)C1CCS(=O)(=O)C1 (configuration not stated),-3,9%,-2.1,-9%,-14%,-1%,18%,i,24%
Cc1cc(C)c(/C=C(\C#N)S(=O)(=O)c2ccccc2)[nH]1,0,?,0.3,3%,1%,3%,-4%,-7%,7%
COc1ccc(CCNS(=O)(=O)c2ccc3c(c2)OCCO3)cc1,0,-2%,-1.0,-3%,6%,6%,5%,i,0%
COCCCNC(=O)Cn1cc2c(n1)CCCCC2,-2,3%,1.2,-1%,-4%,3%,8%,i,7%
C=CCC1NS(=O)(=O)OC(COC)C1C (configuration not stated),1,8%,-2.4,-9%,16%,-7%,10%,-7%,-3%
C=C(C)c1cccc(C(C)(C)NC(=O)N2CCCC(C(N)=O)C2)c1 (configuration not stated),0,13%,4.5,-13%,2%,9%,8%,i,5%
COc1ccccc1-n1cnc2cc(NCc3ccco3)ccc21,-20,-8%,-0.5,-2%,-15%,3%,?,-16%,0%
COc1ccc(-c2oc3ccc(-c4cc(OC)c(OC)c(OC)c4)cc3c2C#Cc2ccccn2)cc1,0,-38%,-2.5,-3%,5%,-7%,21%,0%,1%
O=c1cc(C(F)(F)F)nc(-c2ccccc2OC(F)(F)F)[nH]1,0,-10%,0.4,-3%,1%,14%,-5%,-3%,5%
SMILES,PI5P4K alpha inh,GLP1R cytotox,IL2 activator,PLK1 PBD inh,EPAC1 antag,EPAC1 ag,GLP-1R inv ag,PTHR1 agonist,GLP1R ag
Cc1cc(N=Cc2c(O)ccc3ccccc23)no1,/,-10%,-0.6,5.3µM*,2%,3%,-29%,-28%,-8%
COc1ccccc1C(=O)NCCC(=O)Nc1ccncc1,-2,-1%,-2.7,-4%,-14%,4%,19%,i,0%
c1ccc(COc2cccc(CNCc3ccccn3)c2)cc1,0,-11%,0.3,-1%,10%,5%,11%,-60%[inhibitor],8%
Cc1ccc(N2CC(C(=O)N3CCC(C(=O)NCCCOC(C)C)CC3)CC2=O)cc1 (configuration not stated),-8,-7%,-2.1,-6%,-1%,-10%,9%,3%,-1%
O=C(O)CCn1ccnc1-c1ccccc1,-1,0%,-0.1,-2%,20%,-8%,0%,i,-8%
COc1cc(OC)cc(-c2nc3ccccc3c(=O)n2OC(=O)c2ccc(Br)cc2)c1,-24,-17%,-2.5,-22%,-9%,6%,?,0%,3%
COc1ccc(C(C(=O)NC(C)(C)C)N(C(=O)CNC(=O)c2cccs2)c2cccnc2)cc1OC (configuration not stated),1,5%,-3.7,-20%,-7%,3%,12%,?,6%
